VEEV TC-83 Vero: inhibitors of VEEV TC-83 cytopathic effect, confirmation, Vero cells (AID 588727); Vero cells, VEEV TC-83 cytopathic effect inhibition; higher % means a stronger effect; inhibition, % at 20 µM, or IC50 in µM where a hit was titrated; 350,000 tested, 0.13% active; in the data active means a potency from the dose series; inconclusive means inhibition mostly from about 14% at the one dose, without a potency; inactive means the rest, 99 in 100 with inhibition below about 12%; further: strong numbers were not always called active
M. tuberculosis HTS: M. tuberculosis growth inhibition, HTS (AID 449762). 330,000 tested, 0.59% active. M. tuberculosis H37Rv growth inhibition, 7H9 media; higher % means a stronger effect. inhibition, % at 25 µM, or IC50 in µM where a hit was titrated; in the data active means a potency from the dose series; inconclusive means inhibition above about 70% without an active follow-up result;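 further: bacterial growth assessed after seven days of incubation; strong numbers were not always called active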
M. tuberculosis: growth inhibition of non-replicating M. tuberculosis (AID 488890). Mycobacterium tuberculosis non-replicating, growth inhibition; higher % means a stronger effect. one-dose inhibition, % at 25 µM; IC50 in µM for titrated hits. 320,000 tested, 0.39% active; in the data active means a potency from the dose series; inconclusive means inhibition mostly from about 82% at the one dose, without a potency; inactive means the rest, 99 in 100 with inhibition below about 76%;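 further: plate controls were DMSO cells for no effect and high antibiotic wells for full effect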
Salmonella PhoP GFP: PhoP regulon inhibitors, Salmonella typhi PhoP promoter GFP reporter, confirmatory (AID 1850); Salmonella Typhi PhoP-promoter GFP reporter, fluorescence, 4 h; higher % means a stronger effect; inhibition, % at 50 µM; hits with a dose series show IC50 in µM; 310,000 tested, 0.33% active; in the data active means a potency from the dose series; inconclusive means inhibition mostly from about 25% at the one dose, without a potency; inactive means the rest, 99 in 100 with inhibition below about 19%;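 further: 0% = induced wells with vehicle and 100% = uninduced wells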
H1N1 NS1A inhibition: H1N1 influenza NS1A inhibitors, functional cell based assay (AID 504329); NS1A functional cell-based assay, percent inhibition; higher % means a stronger effect; one-dose inhibition, % at 12.5 µM; IC50 in µM for titrated hits; 340,000 tested, 0.3% active; in the data active means a potency from the dose series; inconclusive means inhibition above about 27% without an active follow-up result; further: strong numbers were not always called active
VEEV TC-83 Vero 10K pilot screen: recorded beside VEEV TC-83 Vero, whose call it bears; inhibition, %; measured here: 10K pilot screen inhibition
Active calls of the source: *; i = inactive; u = inconclusive; x = not tested or not shown.

SMILES | VEEV TC-83 Vero | M. tuberculosis HTS | M. tuberculosis | Salmonella PhoP GFP | H1N1 NS1A inhibition | others
CCOC(=O)C1C(=O)C=C(c2ccccc2)CC1c1ccccc1 (stereo unspecified) | 6.4% | x | x | x | -0.4%
CC[C@@]1(c2ccccc2C)C(=O)N(C(=O)OC)N1C(=O)OC | 0.0% | -4.8% | -8.5% | -1.6% | 3.4%
CCCc1nc2ccccc2c(=O)n1CC(=O)c1ccccc1 | i | 10.6% | 16.6% | -11.2% | 9.4%
N#Cc1nc(COc2ccccc2)oc1N1CCN(c2cccc(Cl)c2)CC1 | 1.9% | -6.4% | x | 3.9% | -3.8%
Cc1ccc(C(=O)CCC(=O)O)cc1 | x | 0.0% | 5.2% | 1.7% | x
Cc1nn(C)cc1CN1CCCC(C(=O)c2ccc(-c3ccccc3)cc2)C1 (stereo unspecified) | i | 0.1% | 15.4% | 9.9% | 5.6%
Cc1ccc(/C=N/NC(=O)c2ccc(-c3ccccc3)cc2)o1 | 0.9% | 3.8% | x | -4.0% | 0.2%
CCN(CC(=O)Nc1c(F)cccc1F)C(=O)c1n[nH]c2ccccc12 | i | -0.6% | -14.4% | -0.8% | 7.2%
O=C(Nc1ccccc1N1CCOCC1)C1CCCCN1S(=O)(=O)c1ccccc1 (stereo unspecified) | 6.6% | 2.3% | 23.1% | -16.2% | 2.6%
CCOC(=O)N1CCC(NC(=O)CS(=O)Cc2nc(-c3ccccc3C)oc2C)CC1 (stereo unspecified) | i | 4.8% | 7.5% | -3.4% | -1.7%
COc1ccc(CCNc2nc(=O)[nH]nc2C)cc1OC | 1.9% | 0.2% | -2.8% | -4.3% | -3.9%
CC1CCN(CC(=O)N2CC(=O)Nc3ccccc32)CC1 | i | -19.6% | -2.4% | 1.6% | 1.0%
CC(C)n1c(Sc2nccn2C)nc2c1c(=O)n(C)c(=O)n2C | i | 0.9% | -4.2% | 7.4% | -6.2%
Cc1cc(N2CCCC2)ccc1/C=N/n1cnnc1 | 1.7% | -0.3% | 4.2% | -5.4% | 2.3%
CCOc1ccc(OCC)c(NC(=O)C2CCCN(C(=O)c3ccc(Cl)cc3)C2)c1 (stereo unspecified) | 8.0% | 0.8% | 28.7% | x | 2.5%
Cc1ccc(NC(=O)CCc2nnc3ccc(N4CCOCC4)nn23)cc1C | 0.0% | -6.3% | -11.9% | -9.5% | 2.4%
CCc1c(C)nc(SCC(=O)N2CCCCC2CC)[nH]c1=O (stereo unspecified) | 3.4% | -1.0% | 3.0% | 8.1% | -24.0%
CN(Cc1ccccc1)C(=O)c1ccc(NC(=O)Cc2ccc(NC(=O)C3CCCN(C(=O)CCc4ccccc4)C3)cc2)cc1 (stereo unspecified) | 0.4% | x | x | x | -2.9%
CC(C)CCN1C(=O)CC(NNC(=O)c2ccc(S(=O)(=O)N3CCCC3)cc2)C1=O (stereo unspecified) | 1.1% | -4.9% | 25.0% | 0.4% | -2.0%
COc1ccccc1CNC(=O)COC(=O)Cc1ccc(Br)cc1 | 2.0% | 0.3% | 62.4% | x | -3.8%
O=C(CN1C(=O)NC2(CCc3ccccc32)C1=O)NCc1ccc(Cl)cc1 (stereo unspecified) | 3.1% | -6.9% | 40.8% | x | -1.6%
COC(=O)CCn1nc(-c2ccc(C)cc2)c2ccccc2c1=O | 0.6% | 7.8% | 65.6% | 0.1% | 6.0%
Nc1ccn([C@H]2CC[C@@H](CO)O2)c(=O)n1 | 1.2% | -2.5% | -0.8% | 1.1% | -2.8%
COC(=O)c1sc2nc3c(c(-c4cccs4)c2c1N)CCCC3 | i | -4.3% | 29.1% | -9.2% | -15.6%
O=c1c2ccsc2ncn1Cc1cccc(C(F)(F)F)c1 | 1.9% | -3.4% | -0.8% | 8.2% | 6.8%
O=C(COC(=O)CSc1ccc([N+](=O)[O-])cc1)NCc1ccco1 | 2.4% | -1.7% | -3.5% | -2.2% | -14.4%
COc1ccc(C(=O)O)cc1S(=O)(=O)Nc1cccc(C(F)(F)F)c1 | 1.2% | 2.1% | -3.1% | -1.0% | -11.1%
C#CCOCCOCCOCCNc1nc(N2CCN(C(=O)CCCCCCCCCCNC(=O)[C@H](CCCCN)n3cc(C)nn3)CC2)nc(N2CCN(C(=O)CCCCCCCCCCNC(=O)[C@H](CCCN=C(N)N)n3cc(C[C@@H](C)CC)nn3)CC2)n1 | x | u | 70.9% | 32.5µM* | x
O=C(NC1CCCC1)c1ccc(CNc2c(N3CCOCC3)c(=O)c2=O)cc1 | 0.2% | -2.8% | x | 6.2% | 27.1%
CCC(CC)NC(=O)Cn1c(C(C)NC(C)=O)nc2ccccc21 (stereo unspecified) | 1.1% | -1.1% | 8.7% | -5.3% | -14.9%
CCOC(=O)C1(CCOc2ccccc2)CCN(Cc2ccc(OCCO)cc2)CC1 | 0.2% | 0.5% | -2.6% | 7.3% | -3.1%
Cc1cc(C)n(CC(=O)N/N=C/c2cccs2)n1 | i | 1.9% | -5.2% | -4.5% | -7.7%
Cc1ccc(C(=O)NNC(=O)c2ccccc2O)cc1S(=O)(=O)N1CCCCC1 | 0.8% | 10.8% | -7.6% | -0.2% | -5.6%
Cc1cc(-c2ccco2)c(C#N)c2nc3ccccc3n12 | 5.3% | -2.9% | 23.1% | -2.7% | 3.8%
O=C(CSc1nc2[nH]ncc2c(=O)n1-c1ccccc1)NCCc1ccccc1 | 1.6% | -2.9% | -1.7% | -4.7% | -1.3%
Cc1ccc(C)c(NC(=O)C(CC(=O)O)Cc2ccccc2)c1 (stereo unspecified) | 0.4% | 1.6% | 5.0% | -4.1% | -12.6%
COC(=O)c1cc2sc(Cl)cc2n1CC(=O)NCCC(C)C | 1.2% | -2.5% | -3.1% | -6.3% | -1.4%
O=C(O)c1cc(CN2CCOCC2)oc1-c1ccccc1 | 1.3% | -3.0% | 1.6% | 2.3% | -8.3%
COc1ccc(-n2c(SCC(=O)Nc3ccccc3)nnc2-c2ccc(NS(=O)(=O)c3ccc(C)cc3)cc2)cc1 | 1.2% | 1.0% | -7.0% | -7.7% | 4.7%
COCCN(CCOC)Cc1c(C)[nH]c2c(C)c(C)ccc2c1=O | 0.1% | -10.8% | -17.5% | 2.8% | -5.1%
CN(C)c1ccc(CNC(=O)CCS(=O)(=O)c2ccc3c(c2)n(C)c(=O)c(=O)n3C)cc1 | 1.7% | -2.6% | 14.3% | 6.4% | -2.4% | VEEV TC-83 Vero 10K pilot screen=0.6
Cc1ccc(-n2c(COc3cccc(C)c3)n[nH]c2=S)cc1 | 0.5% | -2.5% | -1.1% | -5.0% | -5.8%
CCOC(=O)c1c[nH]c2ccc3ccccc3c2c1=O | i | 48.2% | 73.3% | -11.0% | -6.5%
N#Cc1ccc(NC(=O)CSc2cn[nH]n2)cc1 | i | 0.1% | 1.1% | -2.3% | 5.1%
CC(=O)N1CCC2(CC1)CC(=O)c1cc(OCC(=O)N3CCCC3)ccc1O2 | i | -11.6% | -4.6% | -0.9% | 15.9%
O=C(NN1C(=O)c2ccccc2C1=O)c1ccncc1 | 0.9% | u | 52.3% | 4.9% | -0.7%
C/C=C/COc1nc2c(c(=O)n(C)c(=O)n2C)n1C | 0.5% | -3.4% | -4.3% | 3.9% | -1.9%
O=c1[nH]c(-c2ccccc2Cl)nc2c1sc(=S)n2-c1ccccc1 | 1.9% | x | x | x | -17.0%
CCC(CO)n1c(SCc2cc(=O)oc3cc(C)ccc23)nc2ccccc2c1=O (stereo unspecified) | 2.4% | -1.8% | 12.9% | -1.2% | -8.2%
Cc1ccc(CNC(=O)CCn2ccc3cc(S(=O)(=O)N4CCCC4)ccc32)cc1 | 0.5% | -2.6% | 2.4% | 0.1% | -2.4%

Next part.
SMILES | VEEV TC-83 Vero | M. tuberculosis HTS | M. tuberculosis | Salmonella PhoP GFP | H1N1 NS1A inhibition | others
CCC(NC(=O)c1cccc(Cn2cc([N+](=O)[O-])cn2)c1)c1ccc(C(C)C)cc1 (stereo unspecified) | i | -4.8% | 9.8% | 0.3% | -4.0%
O=C(CNS(=O)(=O)c1ccccc1)N1CCCC1 | i | -4.8% | -4.3% | 8.5% | -1.5%
COc1ccc(OC)c(S(=O)(=O)Nc2c(F)cccc2F)c1 | 2.3% | 8.7% | -1.5% | -4.7% | 11.0%
CCSc1nnc(-c2ccc(S(=O)(=O)NCc3cccs3)cc2)o1 | i | -2.2% | 34.5% | 5.3% | 1.8%
O=C(Nc1ccc(Cl)c(S(=O)(=O)N2CCOCC2)c1)c1ccc2c(c1)OCCO2 | 7.6% | 1.7% | 18.7% | -7.3% | 8.0%
CCOc1cc(C=O)cc(N=Nc2cccc([N+](=O)[O-])c2)c1O | 0.6% | 3.98µM* | 1.31µM* | -4.4% | -26.4%
CCCn1c(CCC(=O)Nc2ccccc2Cc2ccccc2)nc2cc(S(=O)(=O)N3CCOCC3)ccc21 | 5.0% | -3.4% | 16.7% | -2.5% | 1.2%
CCCCc1cc(C(=O)Cc2ccccn2)c(O)cc1O | 0.5% | -0.5% | -3.7% | -3.6% | -3.0%
CC(C)OC(=O)CC12CN3CC(CC(=O)OC(C)C)(CN(C1)C(=O)c1ccccc1C3=O)C2=O | 0.1% | 1.1% | -6.8% | -27.0% | 3.1%
CN1C(=O)c2ccc(Oc3ccccc3)cc2C1=O | 1.5% | 6.5% | 0.1% | -9.4% | 6.8%
CCOC(=O)c1c(S(=O)(=O)NCCc2ccc(OC)c(OC)c2)c(C)n(C)c1C | 0.4% | 6.1% | -1.7% | -18.8% | 0.4%
CC(C)CN(CCCNC(=O)CN1C(=O)COc2ccc(S(=O)(=O)N3CCCCCC3)cc21)CC(C)C | i | 2.2% | 21.0% | 1.3% | 9.6%
O=C(NCc1ccc(Cl)cc1)C1CCN(S(=O)(=O)N2CCOCC2)CC1 | 1.8% | -1.8% | -9.2% | 4.5% | -7.2%
CC(C)(C(=O)N[C@H](CO)c1ccccc1)C(=O)N[C@H](CO)c1ccccc1 | i | -0.6% | -5.0% | 4.3% | -13.8%
CCCCN1C(=S)SC(C)(C)C1/[N+]([O-])=C/c1cccnc1 (stereo unspecified) | i | -1.9% | x | -5.0% | 7.3%
Cc1n[nH]c(=O)n1-c1ccc(Oc2ccccc2)cc1 | 1.7% | -12.5% | 1.2% | -11.8% | 6.1% | VEEV TC-83 Vero 10K pilot screen=1.5
COc1ccccc1OCCCOc1c(Cl)cc(C)cc1Cl | 0.1% | 6.8% | 48.1% | 1.2% | -8.1%
CCOC(=O)c1c(CN2CCOCC2)n(-c2ccccc2)c2ccc(O)cc12 | 81.3% | -0.9% | 25.2% | -3.8% | -0.9%

Structural class: the entries above containing an aryl methoxy group (7)
SMILES | VEEV TC-83 Vero | M. tuberculosis HTS | M. tuberculosis | Salmonella PhoP GFP | H1N1 NS1A inhibition | others
COc1ccc(CCNc2nc(=O)[nH]nc2C)cc1OC | 1.9% | 0.2% | -2.8% | -4.3% | -3.9%
COc1ccccc1CNC(=O)COC(=O)Cc1ccc(Br)cc1 | 2.0% | 0.3% | 62.4% | x | -3.8%
COc1ccc(C(=O)O)cc1S(=O)(=O)Nc1cccc(C(F)(F)F)c1 | 1.2% | 2.1% | -3.1% | -1.0% | -11.1%
COc1ccc(-n2c(SCC(=O)Nc3ccccc3)nnc2-c2ccc(NS(=O)(=O)c3ccc(C)cc3)cc2)cc1 | 1.2% | 1.0% | -7.0% | -7.7% | 4.7%
COc1ccc(OC)c(S(=O)(=O)Nc2c(F)cccc2F)c1 | 2.3% | 8.7% | -1.5% | -4.7% | 11.0%
CCOC(=O)c1c(S(=O)(=O)NCCc2ccc(OC)c(OC)c2)c(C)n(C)c1C | 0.4% | 6.1% | -1.7% | -18.8% | 0.4%
COc1ccccc1OCCCOc1c(Cl)cc(C)cc1Cl | 0.1% | 6.8% | 48.1% | 1.2% | -8.1%
